# Source: PubChem BioAssay (Southern Research Specialized Biocontainment Screening Center)
# H1N1 NS1A inhibition: H1N1 influenza NS1A inhibitors, functional cell based assay (AID 504329); inhibition, % at 12.5 µM; hits with a dose series show IC50 in µM; NS1A functional cell-based assay, percent inhibition; higher % means a stronger effect; actives 0.3% (n = 340,000); in the data active = a potency from the dose series; inconclusive = inhibition above about 27% without an active follow-up result; note: strong numbers were not always called active
# H37Rv inhibition: M. tuberculosis growth inhibition, HTS (AID 449762); actives 0.59% (n = 330,000); M. tuberculosis H37Rv growth inhibition, 7H9 media; higher % means a stronger effect; inhibition, % at 25 µM; hits with a dose series show IC50 in µM; in the data active = a potency from the dose series; inconclusive = inhibition above about 70% without an active follow-up result;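 note: bacterial growth assessed after seven days of incubation; strong numbers were not always called active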
# PhoP GFP inhibition: PhoP regulon inhibitors, Salmonella typhi PhoP promoter GFP reporter, confirmatory (AID 1850); inhibition, % at 50 µM; hits with a dose series show IC50 in µM; actives 0.33% (n = 310,000); Salmonella Typhi PhoP-promoter GFP reporter, fluorescence, 4 h; higher % means a stronger effect; in the data active = a potency from the dose series; inconclusive = inhibition mostly from about 25% at the one dose, without a potency; inactive = the rest, 99 in 100 with inhibition below about 19%;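 note: 0% = induced wells with vehicle and 100% = uninduced wells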
# M. tuberculosis: growth inhibition of non-replicating M. tuberculosis (AID 488890); Mycobacterium tuberculosis non-replicating, growth inhibition; higher % means a stronger effect; inhibition, % at 25 µM; hits with a dose series show IC50 in µM; actives 0.39% (n = 320,000); in the data active = a potency from the dose series; inconclusive = inhibition mostly from about 82% at the one dose, without a potency; inactive = the rest, 99 in 100 with inhibition below about 76%;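 note: plate controls were DMSO cells for no effect and high antibiotic wells for full effect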
# VEEV TC-83 Vero: inhibitors of VEEV TC-83 cytopathic effect, confirmation, Vero cells (AID 588727); Vero cells, VEEV TC-83 cytopathic effect inhibition; higher % means a stronger effect; inhibition, % at 20 µM, or IC50 in µM where a hit was titrated; actives 0.13% (n = 350,000); in the data active = a potency from the dose series; inconclusive = inhibition mostly from about 14% at the one dose, without a potency; inactive = the rest, 99 in 100 with inhibition below about 12%; note: strong numbers were not always called active
# VEEV TC-83 Vero 10K pilot screen: further read-out of VEEV TC-83 Vero, marked with its call; inhibition, %; measured here: 10K pilot screen inhibition
# * hit, by the source's call; i = inactive; ? = inconclusive; / = not tested or not shown.
SMILES,H1N1 NS1A inhibition,H37Rv inhibition,PhoP GFP inhibition,M. tuberculosis,VEEV TC-83 Vero,others
CC(OC(=O)c1ccc2ccccc2c1)C(=O)N(C)Cc1ccccc1 (configuration not stated),8%,2%,/,24%,0.4%,
NNC(=O)c1cncc(Br)c1,/,-3%,3%,4%,i,
O=S(=O)(c1ccc(Cl)c(NC(=S)N/N=C/c2c(F)cccc2F)c1)N1CCOCC1,3%,0%,-4%,-40%,1.4%,VEEV TC-83 Vero 10K pilot screen=0.6
CCCn1cnc2c(cnn2-c2ccc(F)cc2)c1=O,9%,-5%,2%,1%,1.2%,
N#CC1CCN(C(=O)c2ccc3c(Cl)c4c(nc3c2)CCCC4)CC1,-1%,9%,4%,20%,i,
Cc1noc(NS(=O)(=O)c2ccc(N/C=C/C(=O)c3ccc(F)cc3)cc2)c1C,-4%,4%,9%,64%,3.6%,
Fc1ccc(CCNCc2ccccc2Cl)cc1,-3%,2%,73µM*,4%,i,
Cc1ccc(NC(=O)CS(=O)CC(=O)N(c2ccccc2)C(C)C(=O)NC2CCCC2)cc1 (configuration not stated),-1%,-6%,11%,34%,1.2%,
O=C(COc1ccc(OCc2ccccc2)cc1)NC1CCOC1=O (configuration not stated),-2%,-2%,-12%,27%,0.1%,
COc1ccc(C2N3CC4(C)CN2CC(C)(C3)C4O)cc1 (configuration not stated),27%,-5%,-5%,-19%,0.5%,
CC(C)(C)c1ccc(Cn2c(=N)n(CC(O)c3ccco3)c3ccccc32)cc1 (configuration not stated),4%,18µM*,-15%,7.4µM*,i,
CCOC(=O)c1ccccc1NC(=O)c1cc2ccccc2o1,-3%,5%,6%,-2%,1.1%,
COc1ccccc1NC(=O)CC1C(=O)Nc2c1c(=O)n(C)c(=O)n2C (configuration not stated),-5%,-3%,0%,0%,i,
Cc1ccc(C2(C)NC(=O)N(CC(=O)c3ccc(Cl)s3)C2=O)cc1 (configuration not stated),-1%,?,-4%,16%,0.1%,
CCOc1ccc(S(=O)(=O)NCCC(=O)N2CCN(Cc3ccccc3)CC2)cc1,-6%,-5%,1%,-7%,i,
Cc1ccc(NC(=O)CN2C(=O)/C(=C3\SC(=S)N(C4CCS(=O)(=O)C4)C3=O)c3ccccc32)cc1 (configuration not stated),5%,/,/,/,0.4%,VEEV TC-83 Vero 10K pilot screen=2.1
Cc1nnc(C)n1/N=C/c1ccc(C(C)C)cc1,0%,-5%,-6%,4%,0.1%,
CC(C)CCNC(=O)CCn1nc(-c2ccc(Cl)cc2)ccc1=O,-13%,-7%,3%,-15%,i,
Cc1ccc(NC(=O)CN(C)Cc2nc3c(Br)cc(Br)cc3c(=O)[nH]2)cc1,-5%,29%,1%,78%,1.2%,
O=C1COc2ccc(C(=O)COC(=O)c3cc(S(=O)(=O)N4CCOCC4)ccc3F)cc2N1,2%,-7%,-16%,0%,4.8%,
CC(C)c1ccc(OCCCCN2CCCCC2)cc1,1%,-1%,-2%,38%,1.0%,
CCC1S/C(=C(\C#N)C(=O)NCc2ccco2)N(c2ccc(Br)cc2)C1=O (configuration not stated),12%,-7%,10%,-4%,7.2%,
N#C/C(C(=O)Nc1ccc(Cl)cc1)=C(/S)Nc1ccccc1,13%,-11%,-28%,17%,6.2%,
CCOc1cc(/C=N/N2CCOCC2)ccc1OCc1ccc(C(=O)OC)o1,-5%,-2%,0%,7%,0.1%,

# Structures listed so far that have four or more nitrogen atoms (five):
SMILES,H1N1 NS1A inhibition,H37Rv inhibition,PhoP GFP inhibition,M. tuberculosis,VEEV TC-83 Vero,others
O=S(=O)(c1ccc(Cl)c(NC(=S)N/N=C/c2c(F)cccc2F)c1)N1CCOCC1,3%,0%,-4%,-40%,1.4%,VEEV TC-83 Vero 10K pilot screen=0.6
CCCn1cnc2c(cnn2-c2ccc(F)cc2)c1=O,9%,-5%,2%,1%,1.2%,
COc1ccccc1NC(=O)CC1C(=O)Nc2c1c(=O)n(C)c(=O)n2C (configuration not stated),-5%,-3%,0%,0%,i,
Cc1nnc(C)n1/N=C/c1ccc(C(C)C)cc1,0%,-5%,-6%,4%,0.1%,
Cc1ccc(NC(=O)CN(C)Cc2nc3c(Br)cc(Br)cc3c(=O)[nH]2)cc1,-5%,29%,1%,78%,1.2%,

# Other entries
SMILES,H1N1 NS1A inhibition,H37Rv inhibition,PhoP GFP inhibition,M. tuberculosis,VEEV TC-83 Vero,others
O=C(CCc1ccc(S(=O)(=O)NCc2ccccc2)cc1)NCc1ccc2c(c1)OCO2,7%,0%,-2%,4%,3.1%,
CCOC(=O)c1sc(=S)n(CC)c1NC(=O)c1ccccc1,/,-10%,19%,8%,0.4%,
O=C(O)C1CCN(S(=O)(=O)c2ccc(N3CCC(O)CC3)c([N+](=O)[O-])c2)CC1,-2%,-5%,-4%,4%,0.4%,
CC(C)C1=C2OC(N)=C(C#N)C(C#N)=C2C(C)CC1 (configuration not stated),-1%,-6%,-8%,13%,i,
N#Cc1c(-c2ccccc2)nc2n(c1=O)CCS2,16%,6%,-3%,-7%,0.2%,
CCOC(=O)c1[nH]c2ccc(F)cc2c1NC(=O)C(C)N1CCc2cc(OC)c(OC)cc2C1 (configuration not stated),3%,31%,-3%,44%,8.1%,
Oc1ccc2ccccc2c1Br,2%,-1%,-12%,-1%,0.8%,
COc1cc(C(=O)Nc2cc(S(=O)(=O)N3CCOCC3)ccc2N2CCOCC2)ccc1OC(F)F,-12%,/,/,/,5.7%,
CC(C)(C)Nc1nc(-c2ccccn2)nc2ccccc12,12µM*,?,39%,76%,0.3%,
CC1=C(C(=O)NCCN2CCN(C)CC2)C2(CCC(C)CC2)OC1=O (configuration not stated),-6%,-6%,-8%,-6%,1.4%,
CCOC(=O)C1(Cc2cccc(Cl)c2)CCCN(C(=O)c2ccoc2C)C1 (configuration not stated),-6%,1%,0%,/,5.5%,
Cc1ccc(S(=O)(=O)Cc2ccc(C(=O)N3CCCCCC3)o2)cc1,-12%,0%,-22%,12%,0.7%,
Cc1ccc(CONC(=O)c2ccc(C)cc2)cc1,8%,9%,/,70%,?,
Cc1ccc(C(=O)CSc2nc3ccccc3c(=O)n2N)o1,-3%,-3%,1%,9%,0.4%,
O=C(NC(=S)Nc1c(F)cc(F)cc1Br)c1ccc2c(c1)OCCO2,-8%,-3%,25%,17%,i,
Cc1ccc(O)c(CNc2nc3ccccc3n2C)c1,-4%,-11%,-4%,3%,i,
O=C(NCCCN1CCOCC1)c1ccc2c(c1)N(Cc1c(F)cccc1Cl)C(=O)CS2,4%,2%,7%,4%,0.4%,
COc1ccc(C)cc1S(=O)(=O)N(C)CC(=O)Nc1ccc2c(c1)OCO2,-6%,-4%,2%,8%,0.1%,
Cc1nn(C)c(C)c1CCC(=O)N1CCCC(N2CCN(c3ccc(F)cc3)CC2)C1 (configuration not stated),-11%,1%,6%,-10%,1.1%,
CCn1c2ccccc2c2cc(NC(C)=O)ccc21,-2%,4%,1%,6%,9.4%,
CC(NCc1cccc(S(=O)(=O)N(C)C)c1)c1ccc(F)cc1 (configuration not stated),-16%,-4%,0%,-8%,i,
O=S(=O)(c1cccc(NC(=S)NCc2ccco2)c1)N1CCOCC1,4%,-1%,-1%,3%,1.2%,
COc1ccccc1Nc1nc(N)nc(CN2CCN(c3ccccc3F)CC2)n1,-6%,?,1%,63%,6.6%,
CC1(C)CC(=O)C2=C(C1)N(c1ccc(F)cc1)C(=O)CC2c1ccccc1 (configuration not stated),12%,-4%,-9%,-1%,6.6%,
COc1ccc(C(=O)NCc2cc(C)nc3ccccc23)cc1OC,0%,-4%,8%,7%,0.4%,
Cc1noc(C)c1CSCC(=O)Oc1ccc(N(C)S(=O)(=O)c2ccccc2)cc1,-8%,-3%,0%,35%,1.4%,
CCCCN(CC)CCNc1c(N2CCN(C(=O)OCC)CC2)c(=O)c1=O,24%,-3%,-6%,-12%,2.5%,
c1ccc(Nc2n[nH]nc2-c2ccccc2)cc1,-2%,-9%,-14%,14%,5.1%,
CC(=O)Oc1ccc(C(=O)Nc2cccnc2)cc1,0%,8%,6%,-6%,0.5%,
O=C(NC1CCN(S(=O)(=O)c2ccc(F)cc2)CC1)C1CCCCC1,3%,3%,12%,-2%,1.7%,
O=C(Nc1ccccc1)c1ccc(S(=O)(=O)N(CCO)CCO)cc1,-18%,-6%,5%,3%,0.4%,
NC(=O)CN1CCN(S(=O)(=O)c2ccc(Cl)cc2)CC1,-2%,-6%,11%,-9%,0.9%,
C(=N\Nc1nc2ccccc2[nH]1)/c1ccncc1,0%,-3%,6%,-8%,8.9%,
Cc1ccccc1NCC(=O)N/N=C/c1c[nH]c2ccccc12,0%,-3%,-5%,34%,1.3%,
CC(=O)N[C@@H](Cc1c[nH]c2ccccc12)C(=O)NCCc1ccc(S(N)(=O)=O)cc1,2%,-7%,-11%,-13%,0.1%,
CCOc1cc(/C=C(/C#N)C(=O)Nc2ccc(O)cc2)cc(Br)c1O,6%,4%,-15%,-1%,11%,

# Molecules above with a tert-butyl group (2):
SMILES,H1N1 NS1A inhibition,H37Rv inhibition,PhoP GFP inhibition,M. tuberculosis,VEEV TC-83 Vero,others
CC(C)(C)c1ccc(Cn2c(=N)n(CC(O)c3ccco3)c3ccccc32)cc1 (configuration not stated),4%,18µM*,-15%,7.4µM*,i,
CC(C)(C)Nc1nc(-c2ccccn2)nc2ccccc12,12µM*,?,39%,76%,0.3%,

# The list goes on:
SMILES,H1N1 NS1A inhibition,H37Rv inhibition,PhoP GFP inhibition,M. tuberculosis,VEEV TC-83 Vero,others
O=C1CN(C(=S)Nc2ccc(OC(F)F)cc2)CCN1,-3%,-2%,5%,2%,0.4%,
Cc1ccc(NC(=O)CN2C(=O)N/C(=C/c3ccc4c(c3)OCCO4)C2=O)cc1,0%,3%,9%,-9%,2.4%,
CCOC(=O)C1=C(C)C(c2ccccc2OC)NC(=S)N1 (configuration not stated),-7%,-3%,-4%,28%,4.0%,
Cc1ccc(S(=O)(=O)N2[C@@H](c3ccc(C(C)(C)C)cc3)C(C(=O)O)=CC[C@H]2c2ccc(Cl)c(Cl)c2)cc1,-2%,2%,/,30%,0.3%,
Cc1nn(CC(=O)N2N=C(C(F)F)CC2(O)C(F)F)c(C)c1[N+](=O)[O-] (configuration not stated),6%,3%,-6%,-11%,3.4%,
Nc1nnc(Cc2ccccc2)s1,-9%,-7%,3%,1%,2.8%,
CCCCNc1c(N2CCN(C(=O)OCC)CC2)c(=O)c1=O,-3%,0%,/,/,0.5%,
COc1cc(OC)cc(C(=O)N2CCC(n3c(C)nc4cc(F)ccc43)CC2)c1,-4%,-21%,-1%,2%,10%,
O=C(NCc1ccccc1Cl)c1ccc(-c2ccccc2)cc1,8%,-3%,-11%,25%,1.2%,
CCOc1ccc(N(CC(=O)Nc2ccc(C)c(C)c2)S(=O)(=O)c2c(C)noc2C)cc1,-2%,-12%,-5%,21%,3.5%,
Cc1occc1C(=O)N=Nc1c(O)[nH]c2ccc(Br)cc12,/,-2%,-2%,-11%,/,
CCCCCc1nnc(NC(=O)OCCC)s1,-16%,-2%,11%,74%,3.0%,
CCOC(=O)CSc1nc(C(C)C)nc2ccccc12,2%,4%,-1%,55%,1.6%,
CCC(=NCc1ccco1)c1c(C(F)(F)F)[nH]n(-c2nc3ccccc3s2)c1=O,14%,46%,7%,22%,7.2%,VEEV TC-83 Vero 10K pilot screen=0.7
O=C(CSc1nnnn1C1CCCC1)Nc1cccc(NC(=O)c2ccco2)c1,2%,-8%,-2%,2%,0.4%,
Cc1cccc(C)c1NC(=O)CCCSc1nnnn1C,-132%,-2%,-3%,-6%,2.8%,
O=Cc1cn(CC(O)Cn2cc(C=O)c3ccccc32)c2ccccc12,2%,0%,-2%,16%,0.8%,
CC(C)CCNC(=O)C1CCC(=O)N1C(C)C (configuration not stated),1%,-2%,6%,2%,i,

# No enrichment for hits; any-hit rate near 1.4%.
